Assay outcomes (PubChem BioAssay)
Growth percent in the NCI-60 one-dose screen (48 h, 10 µM unless noted): 100 = growth as untreated, 0 = no growth, -100 = all killed.
MCF7: MCF7 breast cancer | 6.3% of 82,000 active; active = growth percent below 10
An asterisk follows results filed as active; & = joins results of further samples; ! = a repeat was not active; [ ] = dose if it differs, or a comment. The list is partial; count on the stated rates, not on these rows.

SMILES: O=C(O)CN1C(=O)C(Cc2ccc(O)cc2)N=C(c2cccc(O)c2)c2ccc(Cl)cc21 (centres undefined)
  MCF7 = 79[30 µM]

SMILES: C[C@H]1C(=O)O[C@@H]2CCN3CC=C(COC(=O)[C@](C)(O)[C@@]1(C)O)[C@H]23
  MCF7 = 83&89[100 µM]

SMILES: CCCCN1C(=O)C(C(C)C)N=C(c2cccc(O)c2)c2ccccc21 (centres undefined)
  MCF7 = 96[30 µM]

SMILES: NC(=O)CN1C(=O)C(Cc2ccccc2)N=C(c2cccc(O)c2)c2ccccc21 (centres undefined)
  MCF7 = 96[30 µM]

SMILES: CCOC(=O)c1[nH]cnc1/N=N/N(C)N
  MCF7 = -85*![100 µM]

SMILES: CCCCN1C(=O)C(CC(=O)O)N=C(c2ccc(O)cc2)c2cc(Cl)ccc21 (centres undefined)
  MCF7 = 75[30 µM]

SMILES: O=C(O)CN1C(=O)C(Cc2ccccc2)N=C(c2cccc(O)c2)c2ccc(Cl)cc21 (centres undefined)
  MCF7 = 91[30 µM]

SMILES: COc1ccc(CC2c3cc(OC)c(OC)c(OC)c3CC[N+]2(C)C)cc1Oc1ccc(CC2c3cc4c(c(OC)c3CC[N+]2(C)C)OCO4)cc1 (centres undefined)
  MCF7 = 32&80[100 µM]

SMILES: NC(=O)CCC1N=C(c2ccc(O)cc2)c2cc(Cl)ccc2N(CC(=O)O)C1=O (centres undefined)
  MCF7 = 96[30 µM]

SMILES: N#CCN1C(=O)C(Cc2ccc(O)cc2)N=C(c2ccc(O)cc2)c2cc(Cl)ccc21 (centres undefined)
  MCF7 = 96[30 µM]

SMILES: O=C(O)CCC1N=C(c2cccc(O)c2)c2ccc(Cl)cc2NC1=O (centres undefined)
  MCF7 = 89[30 µM]
